Bioassay records (PubChem)
MBD2 DNA inh: inhibitors of MBD2 binding to methylated DNA, primary screen, biochemical, TR-FRET, DNA-binding domain, human. Methyl-CpG-binding domain protein 2 (Homo sapiens), Q9UBB5. MBD2 binding to methylated oligonucleotide. inhibition, % at 4.4 µM. 0.31% of 370,000 active; in the data active = inhibition above about 13%
proKLK7 act: proKLK7 zymogen activators, primary screen, biochemical, fluorescence intensity | AID 652039, 2013 | activation, % at 7 µM | purified proKLK7, EDANS-DABCYL substrate fluorescence; 100% is mature enzyme control, 0% vehicle | 0.9% of 370,000 active;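 active = activation above the mean of all tested compounds plus 3 SD, computed per campaign excluding outliers beyond control limits, cut at about 13% in these data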
Target sequence (P49862 whole entry, looked up): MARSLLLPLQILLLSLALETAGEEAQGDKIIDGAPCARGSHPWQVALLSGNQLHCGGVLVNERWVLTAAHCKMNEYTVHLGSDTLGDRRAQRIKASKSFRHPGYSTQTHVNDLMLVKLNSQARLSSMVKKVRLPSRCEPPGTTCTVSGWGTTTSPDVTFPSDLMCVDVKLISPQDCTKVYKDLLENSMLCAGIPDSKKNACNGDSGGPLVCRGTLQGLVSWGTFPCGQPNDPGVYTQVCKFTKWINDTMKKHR
LEDGF integ inh: blockers of LEDGF/p75-dependent integrase strand transfer – biochemical, TR-FRET, high throughput, primary screen | HIV-1 integrase (with human LEDGF/p75) | TR-FRET IN-LEDGF/p75 DNA integration, Eu/Cy5 | inhibition, % at 3.7 µM | 0.64% of 370,000 active | AID 743269, 2014;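 active = inhibition above the screen-wide mean plus 3 SD, cut at about 13% in these data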;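 note: signal is the Cy5 over europium emission ratio at 671 and 618 nm; 0% = plate median of compound wells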
TCR CD3 inh: inhibitors of human TCR-CD3 interaction, primary screen, biochemical, fluorescence, TAMRA-labeled TCR probe. T-cell receptor (TCR). inhibition, % at 9.4 µM. 0.37% of 360,000 active; in the data active = inhibition above about 19%;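 note: recombinant mutant TCR 2C K166C tagged with TAMRA read by polarization; 0% = receptor in buffer alone and 100% = receptor with positive control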
UHRF1 binding: UHRF1 methylated DNA binding inhibitors, primary screen, counter-screen for MBD2 inhibitor project, biochemical, TR-FRET, human UHRF1, single concentration | E3 ubiquitin-protein ligase UHRF1 (Homo sapiens), Q96T88 | UHRF1 binding to methylated oligo | inhibition, % at 4.4 µM | 0.75% of 370,000 active; in the data active = inhibition above about 21%;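 note: UHRF1 SRA domain binding a hemimethylated CpG hairpin DNA probe; 0% = median of test compound wells and 100% = reference inhibitor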
Target sequence (Q96T88 whole entry, looked up, the tested form may be a part): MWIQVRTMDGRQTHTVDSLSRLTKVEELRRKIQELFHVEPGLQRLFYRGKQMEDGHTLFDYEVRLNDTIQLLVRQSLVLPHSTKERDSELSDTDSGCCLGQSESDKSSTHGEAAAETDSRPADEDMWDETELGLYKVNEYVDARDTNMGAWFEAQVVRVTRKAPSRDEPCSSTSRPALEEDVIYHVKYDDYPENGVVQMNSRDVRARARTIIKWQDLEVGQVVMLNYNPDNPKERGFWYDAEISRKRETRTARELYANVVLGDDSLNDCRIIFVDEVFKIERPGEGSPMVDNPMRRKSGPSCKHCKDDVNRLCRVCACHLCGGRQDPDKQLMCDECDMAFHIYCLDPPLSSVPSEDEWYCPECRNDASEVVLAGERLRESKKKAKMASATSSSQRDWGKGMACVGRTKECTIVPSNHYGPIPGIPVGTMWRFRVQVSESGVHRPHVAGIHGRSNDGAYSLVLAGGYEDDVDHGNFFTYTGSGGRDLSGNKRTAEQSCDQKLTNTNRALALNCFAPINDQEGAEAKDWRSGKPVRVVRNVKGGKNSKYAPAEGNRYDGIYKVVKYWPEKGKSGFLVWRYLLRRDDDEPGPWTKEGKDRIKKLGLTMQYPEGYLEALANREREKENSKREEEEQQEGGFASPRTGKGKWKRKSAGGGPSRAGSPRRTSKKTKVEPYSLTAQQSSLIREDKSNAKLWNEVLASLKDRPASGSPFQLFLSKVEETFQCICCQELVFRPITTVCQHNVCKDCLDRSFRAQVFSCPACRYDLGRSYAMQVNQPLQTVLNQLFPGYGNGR
TDP2 inh: human TDP2 enzyme inhibitors, primary screen, biochemical, epi absorbance, recombinant enzyme; inhibition, % at 12.8 µM; 0.34% of 370,000 active; Tyrosyl-DNA phosphodiesterase 2 (Homo sapiens), O95551; T5PNP hydrolysis, p-nitrophenol absorbance 415 nm; AID 720702, 2013;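 active = inhibition above the mean of all tested compounds plus 3 SD, set per campaign, cut at about 25% in these data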;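 note: 0% = DMSO with enzyme and 100% = buffer with substrate but no TDP2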
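Evaluation: % inhibition relative to enzyme-containing and enzyme-free wells. Material: recombinant human TDP2. Benchmarks: enzyme-free and DMSO wells. Timing: enzyme reaction with compound for 2 h at 37 °C. Compound dosing: 12.8 µM only. Measured by: p-Nitrophenol epi absorbance. Reagent: T5PNP substrate at 5 mM, a TopII-DNA adduct mimic. Replication: single well per compound.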
Tn7 DDE FP: inhibitors of Tn7 peptide binding to fibrin DD(E), primary screen, biochemical, fluorescence polarization, human fibrin, Tn7 probe; Fibrinogen beta chain (Homo sapiens), P02675; FP displacement of FITC-Tn7 peptide from fibrin DD(E); 0% = median of compound wells per plate; inhibition, % at 8.3 µM; 0.13% of 370,000 active; AID 720508, 2013;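 active = inhibition above the mean of compounds falling within the control limits plus 3 SD of them, cut at about 14% in these data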;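 note: 0% = plate median of compound wells and 100% = 10 µM Aha-Tn7 peptide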
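Assay system: Human fibrin DD(E) protein | Medium: Tris buffer with calcium and detergent, pH 7.8 | Reagent: 0.1 µM fluorescent Tn7 | Compound dosing: Single point at 8.3 µM | Times: 10 min preincubation, 3 h with tracer, room temperature | Detection: Fluorescence polarization of the labelled Tn7 tracer | Controls: Aha-Tn7 high control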
PRMT1 inh: PRMT1 methyltransferase inhibitors, primary screen, biochemical, fluorescence polarization; recombinant PRMT1, activity-based probe fluorescence polarization; Protein arginine N-methyltransferase 1 (Homo sapiens), Q99873; inhibition, % at 2.79 µM; 1.3% of 370,000 active;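 active = inhibition above about 21% made by adding two undisclosed values, limit read from the data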
SIAE inh: human SIAE inhibitors, primary screen, biochemical, fluorescence polarization, FP-Rh probe, 1536-well HTS; Sialate O-acetylesterase (Homo sapiens), Q9HAT2; SIAE FP-Rh probe binding; inhibition, % at 9.66 µM; 0.69% of 370,000 active; AID 1053197, 2014;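 active = inhibition above a cutoff: mean of compounds within the control limits plus 3 SD of those, cut at about 17% in these data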;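 note: 0% = plate median of compound wells and 100% = probe without SIAE protein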
Tn6 DDE FP: inhibitors of Tn6 peptide binding to fibrin DD(E), primary screen, biochemical, fluorescence polarization, human fibrin, Tn6 probe | Fibrinogen beta chain (Homo sapiens), P02675 | Fibrin DD(E) TRITC-Tn6 fluorescence polarization displacement | inhibition, % at 8.3 µM | 0.21% of 370,000 active | AID 720509, 2013;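 active = inhibition above a per-campaign cutoff: mean of compounds within control limits plus 3 SD, cut at about 15% in these data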;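 note: 0% = median of all compound wells on the plate and 100% = blocking peptide control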
Numbers without * were called inactive; · = no result given; & = joins results of further samples.

canonical_smiles	MBD2 DNA inh	proKLK7 act	LEDGF integ inh	TCR CD3 inh	UHRF1 binding	TDP2 inh	Tn7 DDE FP	PRMT1 inh	SIAE inh	Tn6 DDE FP
NC(=O)c1nsc(C(=O)N(Cc2cccnc2)C(C(=O)NC2CCCCC2)c2ccc(F)cc2)c1N (centres undefined)	-3	1.1	1	0	0	-4	5	1	-4	-3
CSc1nc2c([nH]1)c(=S)n(C)c(=O)n2C	-3	1.0	26*	0	-3	-3	-8	-2	0	2
COC(=O)N1C[C@H](Oc2ncccn2)[C@H]2C[C@@H]1c1ccccc1O2	0	0.8	5	6	0	-12	0	-5	-12	-2
O=C(NCCOc1ccccc1)c1cncc(Br)c1	0	0.2	0	4	0	-6	4	1	-2	-4
CNC(=S)NNC(=O)c1ccc2c(c1)OCO2	-3	0.7	4	2	-1	4	-4	-4	2	-4
CC(=O)N1CCc2cc(S(=O)(=O)NCCC(=O)N3CCN(c4ccccn4)CC3)ccc21	2	0.1	2	0	5	-11	-12	-1	-2	-1
CCOc1ccc(C(CC(=O)O)NC(=O)C2c3ccccc3Oc3ccccc32)cc1 (centres undefined)	2	-0.5	4	3	4	6	-3	0	-6	-7
CN(CC(=O)N1CCOCC1)S(=O)(=O)c1ccc2ccccc2c1	-6	0.6	3	-7	1	-19	-10	-5	1	-2
COC(=O)[C@]12C[C@H](CC(=O)N3CCOCC3)C(=O)N(Cc3ccc(Cl)cc3Cl)C1=C[C@H](COCc1ccccc1)O[C@@H]2C	2	0.1	1	·	0	13	0	2	2	3
O=c1[nH]c2ccccc2s1	5	0.2	3	4	0	-1	-2	6	6	-1
Cc1cc(C)c(S(=O)(=O)N2CCN(C(=O)c3ccc4c(c3)OCO4)CC2)c(C)c1	2	0.1	2	5	-1	29*	7	-1	5	2
CCOc1ccc(CN2C(=O)c3ccccc3C2=O)cc1C(=O)NC1CC(C)(C)NC(C)(C)C1	-6	-0.1	-1	-1	1	-3	-4	-1	6	-6
COc1ccccc1/C=N/NC(=O)CCn1cnc2ccccc21	-3	-0.1	3	1	-1	8	-5	-3	2	-4
CN(C)c1ncc(CN2CCC(CO)(CCCc3ccccc3)CC2)s1	3	-0.6	-5	-12	2	-10	0	2	0	-5
O=C(Nc1ccncc1)C1CCN(S(=O)(=O)c2ccc(Cl)c(C(F)(F)F)c2)CC1	4	0.5	-2	-4	-1	-6	1	1	-3	1

canonical_smiles	MBD2 DNA inh	proKLK7 act	LEDGF integ inh	TCR CD3 inh	UHRF1 binding	TDP2 inh	Tn7 DDE FP	PRMT1 inh	SIAE inh	Tn6 DDE FP
COc1cccc(C(=O)NNC(=S)NC2CCCCC2)c1	-1	-0.7	1	5	-2	-5	-9	-1	8	0
O=C(O)c1cccnc1C(=O)c1ccccc1	1	0.6	1	10	-3	21	2	-1	-1	2
COCCNC(=O)CCC(=O)NNc1nc2ccccc2c2nc(C)nn12	1	-0.2	5	1	-3	-4	-1	-3	4	-2
CCc1ccc2c(c1)cc(CN(C(=S)Nc1ccc(Cl)cc1)C1CC1)c1nnnn12	-5	0.4	-1	2	1	-4	-4	-5	1	3
CCCCOc1ccc(CSCCNC(=S)Nc2ccccc2)cc1	1	-0.1	-4	0	0	2	2	1	3	-1
Cc1ccc(NC(=O)c2ccc3c(=O)n4c(nc3c2)CCC4)cc1F	-1	0.3	0	5	-2	-7	6	-3	4	-4
CCOCC(=O)Nc1ccc(OCc2ccccc2)cc1	0	-0.5	2	8	-1	-9	-3	1	1	4
CCn1cnc2cc(NS(=O)(=O)c3ccc(OC)c(OC)c3)ccc21	-4	0.5	0	6	-1	-17	3	-5	6	0
O=C(Nc1cccc(NC(=O)c2c(F)cccc2F)n1)c1c(F)cccc1F	1	-0.5	4	-3	4	-20	-8	-3	-9	1
O=C(COC(=O)c1ccccc1SCC(=O)N1CCCC1)Nc1ccccc1C(F)(F)F	1	0.2	-2	7	1	-8	1	9	0	10
CCCC1CCC2(CCC(=O)N2CCC#N)CC1 (centres undefined)	-3&2	0.2&0.0	5&-5	·	-2&1	8&0	-1&1	-2&-4	-7&0	2&-7
O=C1c2ccccc2C2(c3ccccc3)NCCCN12 (centres undefined)	1	-0.5	-7	-2	2	-3	5	3	0	0
Cc1ccc(-c2nc(CS(=O)CC(=O)NCCCc3ccccc3)c(C)o2)cc1 (centres undefined)	-1	0.5	2	0	-1	-3	-1	11	4	9
O=C(CSc1nnnn1-c1ccccc1)NC(=O)Cc1ccccc1	-4	-0.5	1	-3	-2	1	1	1	-5	9
COc1ccc(-c2cnc(SCC(=O)Nc3ccc4c(c3)OCO4)n2Cc2ccco2)cc1	2	0.6	1	5	0	-1	-9	1	2	-2

canonical_smiles	MBD2 DNA inh	proKLK7 act	LEDGF integ inh	TCR CD3 inh	UHRF1 binding	TDP2 inh	Tn7 DDE FP	PRMT1 inh	SIAE inh	Tn6 DDE FP
O=C(CC(C(=O)O)c1cccc(Cl)c1Cl)c1ccccc1 (centres undefined)	-6	-0.6	0	-4	2	5	-5	1	-7	0
Cc1ccc(NC(=O)c2ncn(CCCNCCCN(C)C)n2)cc1C	-2	-0.5	2	-1	-1	6	-5	0	3	4
O=C(Nc1cnccn1)c1ccc(Cl)cc1	-2	0.2	-4	2	-2	13	-4	-5	2	5
CCN1CCN(CC(=O)Nc2nc3ccc(C)cc3s2)CC1	2	0.5	0	-3	8	-17	2	3	-6	0
O=c1[nH]cnc2c1nc(SCc1ccccc1)n2C1OC(CO)C(O)C1O (centres undefined)	0	0.2	-2	2	-2	-16	3	-3	-5	3
CC1(C(=O)NCc2ccccc2)CSCC(=O)N1Cc1ccco1 (centres undefined)	-2	0.2	0	4	3	2	3	0	3	2
Cc1ccc(Cc2c(-c3cccc(Br)c3)nc3c(Cl)cc(C(F)(F)F)cn23)cc1	-6	0.1	8	-2	0	-5	4	-1	-3	-4
O=C(CSc1nnc(-c2ccccn2)n1-c1ccccc1)Nc1ccccc1-c1ccccc1	1	0.3	0	·	1	-13	4	5	-1	-11
CCOc1cc(C(=O)Nc2c3c(nn2C(C)(C)C)CS(=O)C3)cc(OCC)c1OCC (centres undefined)	-2	-0.4	-5	1	-2	-4	-6	-2	-2	-9
COc1ccc(/C=C/C(=O)NCc2nc3ccccc3[nH]2)cc1OC	-1	1.0	1	1	-4	4	3	-1	9	-6
Cc1[nH]nc(SCC(=O)NCCc2ccccc2)c1[N+](=O)[O-]	0	-0.2	1	2	1	-6	-1	-5	0	2
CCC(c1nnc(SC(C)C(=O)NC2CC2)n1-c1ccc(OC)cc1)N(C)C (centres undefined)	4	-1.0	-5	-3	2	1	3	3	4	3
O=C(O)c1cccc2c1-c1ccc([N+](=O)[O-])cc1C2=O	-10	0.1	6	0	0	3	3	2	0	3
O=C(N[C@H](Cc1ccccc1)C(=O)NCC1CCCO1)[C@H]1O[C@@H](n2ccc(=O)[nH]c2=O)[C@H](O)[C@@H]1O (some centres undefined)	-3	0.4	3	-7	0	-2	10	-4	2	-9
CCOC(=O)C1=C(C)N(C[C@@H]2CC[C@@H](Cc3ccc(-c4ccccc4)cc3)O2)C(=O)NC1C1CC1 (some centres undefined)	-4	1.0	1	-4	-2	9	3	-2	-2	-2

canonical_smiles	MBD2 DNA inh	proKLK7 act	LEDGF integ inh	TCR CD3 inh	UHRF1 binding	TDP2 inh	Tn7 DDE FP	PRMT1 inh	SIAE inh	Tn6 DDE FP
NC(=O)COC(=O)c1ccc2noc(-c3ccccc3)c2c1	1	1.5	1	-3	-10	2	-5	1	-2	3
N#Cc1ccccc1NC(=O)COC(=O)c1ccc2c(c1)OCCO2	7	0.5	1	-1	1	1	7	9	-1	-1
CCCCn1c(N)c(N(CC(C)C)C(=O)CSc2ccccc2C)c(=O)[nH]c1=O	-8	-1.3	-2	-5	0	-19	0	-2	5	-7
CC(C)(C)OC(=O)NC(CO)c1cn([C@@H](Cc2cc3ccccc3[nH]2)C(=O)N2CCN(C(=O)OC(C)(C)C)CC2)nn1 (some centres undefined)	3	0.7	1	3	-2	3	-2	1	7	3
CC1CN(C(=O)c2ccc(NS(=O)(=O)c3ccc(F)cc3)cc2)CC(C)O1 (centres undefined)	-5	0.4	-6	-8	3	-7	3	7	2	6
CC(=O)Nc1ccc(C(=O)NCC2(N3CCCCC3)CCCCC2)cc1	4	0.0	-1	10	2	-4	0	-1	-3	1
O=C(CSc1nnnn1C1CC2CCC1C2)Nc1ccnc2ccccc12 (centres undefined)	4	0.1	1	5	7	-3	-5	-3	-3	-5
O=C(Nc1ccn(CCCN2CCN(Cc3cccc4ccccc34)CC2)c(=O)n1)OCc1ccccc1	-4	0.3	-4	-3	-2	3	8	4	-6	1
Cc1ccc(CNC(=O)c2cnc3ccccc3n2)cc1	-3	-0.1	1	9	-2	-11	-9	-4	3	0
CC(C)(C)c1ccc(C2C(C#N)=C(N)Oc3n[nH]c(-c4cccnc4)c32)cc1 (centres undefined)	0	-0.4	0	7	-9	36*	0	-2	1	8
COc1cccc(OC[C@@H](O)CN2CCC(C(O)(c3ccccc3)c3ccccc3)CC2)c1	-4	-0.5	-1	·	-1	4	2	-4	3	6
CCOc1ccccc1OCC(=O)NCc1ccco1	0	0.0	6	2	2	1	-10	9	-4	1
CCCC1C(=O)Nc2ccccc2N1C(=O)c1ccc(C(C)(C)C)cc1 (centres undefined)	-5	0.2	-2	1	0	-12	-4	-2	2	0
CN(C)c1ccc(N/C(N)=N/c2nc(C(F)(F)F)cc(C(F)(F)F)n2)cc1	6	-0.1	3	0	-1	0	2	8	10	-2
Cc1cc(C=C2C(=O)CCCC2=O)c(C)n1-c1ccccc1	7	-0.4	7	6	2	3	3	6	-3	3
NC(=O)CC1C(=O)N(c2ccc(Cl)cc2)C(=S)N1NC(=O)c1cccc(F)c1 (centres undefined)	-2	-0.2	1	-4	-3	4	3	-2	-4	4
O=C(Nc1nnc(SCC(=O)N2CCCC2)s1)C1CC(=O)N(c2ccccc2)C1 (centres undefined)	6	-0.3	-1	-3	3	-1	6	3	5	-7
